CAL PDZ FP-1: CAL PDZ peptide-binding inhibitors, primary screen, biochemical, fluorescence polarization, Cer-tagged CAL PDZ, HTS. inhibition, % at 20 µM. Golgi-associated PDZ and coiled-coil motif-containing protein (Homo sapiens), Q9HD26. 330,000 tested, 0.02% active. purified CAL PDZ, TMR-peptide fluorescence polarization, 1 h. AID 504414, 2011;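 active = highest replicate inhibition of at least 40%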;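 note: plate controls were DMSO neutral control wells for no effect and unlabeled competitor peptide control wells for full effect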
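System: purified tagged CAL PDZ domain construct (CerCALP). Schedule: 1 h incubation at room temperature before polarization reading. Medium: 25 mM sodium phosphate pH 7.4, 150 mM NaCl, TCEP, IgG, Thesit. Read-out: percent inhibition from loss of millipolarization. Measured by: FP readout, S and P plane fluorescence. Probe or stimulus: fluorescent TMR peptide probe.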
SR-BI uptake up: activators of SR-BI mediated DiI-HDL uptake, primary screen, ldlA[mSR-BI] CHO cells, DiI fluorescence | 320,000 tested, 0.096% active | activation, % at 12.5 µM | 3 h; 100 = double the neutral-control signal;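 active = mean replicate activation of at least 60% and every replicate at or above 60%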;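 note: 0% = median plate neutral-control signal and 100% = twice that signal; values of inactives mirror those of a sister screen read the other way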
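Assay system: LDL receptor-deficient CHO ldlA cells overexpressing murine SR-BI / Medium: BSA-supplemented, HEPES-buffered Ham's F12, pH 7.4 / Probe or stimulus: DiI-labelled HDL at 10 µg/mL final / Timing: compound with DiI-HDL co-incubation, 3 h at 37 °C / Technique: bottom-read cell fluorescence after medium removal, ex 550/em 595 nm / Measure: HDL uptake via cellular fluorescence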
phage Ecoli inh: growth loss of phage-infected E. coli, primary screen, RecBCD inhibitor project, absorbance, with phage, HTS. inhibition, % at 11.9 µM. 360,000 tested, 0.26% active. AID 651602, 2012; in the data active = inhibition above about 11%
E coli growth: E. coli V3065 growth inhibition, primary screen, counter-screen for AddAB inhibitor project, absorbance, OD600 | AID 449728, 2010 | 18 h | inhibition, % at 11.9 µM | 330,000 tested, 0.27% active;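 active = inhibition above the campaign's mean inhibition across all tested compounds plus 3 SD, cut at about 9.9% in these data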;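 note: uninfected addAB+ strain grown without phage in ampicillin broth; 0% = DMSO wells and 100% = ciprofloxacin 0.95 µg/ml wells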
MITF act: activators of MITF-driven TRPM1 promoter reporter, primary screen, cell-based, SK-MEL-5, luciferase, single point; AID 588334, 2011; SK-MEL-5 TRPM1-promoter luciferase, 24 h; % of positive control, neutral wells = 0; activation, % at 12.5 µM; 300,000 tested, 0.75% active;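 active = mean activation of at least 80% with every replicate also reaching 80%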;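 note: 0% = neutral control wells and 100% = parthenolide positive control wells; values of inactives mirror those of a sister screen read the other way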
SR-BI DiI inh: inhibitors of SR-BI mediated HDL lipid uptake, primary screen, ldlA[mSR-BI] cells, fluorescence, single point | Scavenger receptor class B member 1 (Mus musculus), Q61009 | ldlA[mSR-BI] CHO cells, DiI-HDL uptake fluorescence, 3 h | inhibition, % at 12.5 µM | 320,000 tested, 0.96% active;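 active = mean replicate inhibition of at least 70% and a set share of replicates each scoring 70 or more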;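 note: 0% = median of neutral control wells and 100% = median of positive control wells; values of inactives mirror those of a sister screen read the other way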
Target sequence (Q61009 whole entry, looked up): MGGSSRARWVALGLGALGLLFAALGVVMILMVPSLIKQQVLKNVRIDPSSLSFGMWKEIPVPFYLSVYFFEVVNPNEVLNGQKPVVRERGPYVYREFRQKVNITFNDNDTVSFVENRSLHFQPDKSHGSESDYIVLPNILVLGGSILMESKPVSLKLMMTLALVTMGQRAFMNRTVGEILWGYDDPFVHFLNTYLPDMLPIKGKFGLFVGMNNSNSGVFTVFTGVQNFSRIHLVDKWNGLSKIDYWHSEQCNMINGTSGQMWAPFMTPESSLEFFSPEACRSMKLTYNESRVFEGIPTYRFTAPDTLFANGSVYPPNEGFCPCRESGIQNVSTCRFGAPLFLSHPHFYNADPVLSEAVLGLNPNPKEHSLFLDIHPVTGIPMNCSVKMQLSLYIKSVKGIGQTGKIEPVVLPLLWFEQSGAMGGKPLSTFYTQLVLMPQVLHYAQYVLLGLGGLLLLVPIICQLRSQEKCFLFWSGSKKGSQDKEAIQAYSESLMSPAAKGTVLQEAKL
CAL PDZ FP-2: untagged CAL PDZ binding inhibitors, primary screen, biochemical, fluorescence polarization, HTS; inhibition, % at 24.9 µM; 300,000 tested, 0.92% active; purified CAL PDZ, TMR-peptide fluorescence polarization, 1 h; AID 602252, 2012;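 active = mean inhibition of at least 30% with at least half of replicates also reaching 30%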;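 note: 0% = DMSO neutral control and 100% = excess unlabeled competitor peptide PRC23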
Tat transport: E. coli Tat export inhibitors, primary screen, MC4100, TorA-mCherry reporter, fluorescence, single point. inhibition, % at 10 µM. 340,000 tested, 0.036% active;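 active = mean replicate inhibition at least 50% and at least half of replicates individually reaching 50%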;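 note: exported cargo escapes ClpAP degradation while cytoplasmic cargo is degraded and loses fluorescence; 0% = median of neutral control wells and 100% = median of NaSCN control wells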
Wnt act: Wnt/beta-catenin pathway activators, primary screen, cell-based, plate reader, single point | 300,000 tested, 1.2% active | activation, % at 9.35 µM | Wnt/beta-catenin reporter cell assay, activator; in the data active = activation above about 30%, passing the limit was not always enough;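 note: 0% = neutral control wells and 100% = positive control wells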
AddAB inh: growth inhibition of E. coli expressing H. pylori AddAB, primary screen, AddAB inhibitor project, absorbance; 330,000 tested, 0.29% active; inhibition, % at 11.9 µM; AID 435030, 2010; in the data active = inhibition above about 12%;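 note: 0% = vehicle wells of infected cells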
Numbers without * were called inactive; · = not tested or not shown; & = joins results of further samples.

1	COc1ccc(CNC(=O)C/C(C)=N/NC(=O)Cc2ccc(OC)c(OC)c2)cc1
2	CC(C)NC(=O)COC(=O)c1ccccc1C(=O)c1ccccc1
3	O=C(Nc1ccccc1C(=O)Nc1ccc2c(c1)OCO2)c1ccco1
4	O=C(COc1ccccc1[N+](=O)[O-])N/N=C/c1ccc[nH]1
5	COc1cc(CNc2ccc(O)cc2)cc(Br)c1OCc1ccccc1
6	Cc1cccc(N2CCN(C(=O)c3cc4cc(F)ccc4[nH]3)CC2)c1C
assay / compound | 1 | 2 | 3 | 4 | 5 | 6
SR-BI DiI inh | 24.3 | 1.8 | 35.7 | 36.8 | 44.5 | -16.9
AddAB inh | -0.1 | 0.8 | 0.2 | -2.8 | -1.8 | -2.5
phage Ecoli inh | 1.8 | 5.3 | 2.6 | 6.6 | 5.6 | ·
MITF act | 11.9 | 9.5 | 6.8 | · | 5.4 | 1.7
Wnt act | · | 1.6 | 0.1 | 3.4 | 10.0 | ·
CAL PDZ FP-2 | · | 1.1 | 0.6 | · | · | -3.9
E coli growth | -2.4 | 1.8 | -0.4 | -2.8 | -2.4 | -2.9
Tat transport | -5.5 | 6.8 | -4.2 | 3.2 | 1.5 | -4.2
CAL PDZ FP-1 | -3.4 | -0.4 | -2.5 | 1.3 | -0.5 | -0.1
SR-BI uptake up | -24.3 | -1.8 | -35.7 | -36.8 | -44.5 | 16.9

Continued, overlapping the part above by 2 compounds.
5	COc1cc(CNc2ccc(O)cc2)cc(Br)c1OCc1ccccc1
6	Cc1cccc(N2CCN(C(=O)c3cc4cc(F)ccc4[nH]3)CC2)c1C
7	O=C(NCCC1CCCCN1S(=O)(=O)c1ccc(F)cc1)C(=O)NCC1CCCO1 (centres undefined)
8	CCOC(=O)N1CCC(NC(=O)C(NS(=O)(=O)c2cccc3nsnc23)c2ccccc2)CC1 (centres undefined)
9	O=C(c1cccc(S(=O)(=O)NCc2ccccc2)c1)N1CCCC1
10	CC(=O)NC(Cc1cccc(F)c1)C(=O)NC1CCN(C(=O)c2ccc(C)cc2)CC1 (centres undefined)
11	O=C1C(SCCO)=C(SCCO)C(=O)c2ccccc21
12	COc1cc(/C=C/C(=O)O)cc(S(=O)(=O)Nc2ccccc2Cl)c1OC
assay / compound | 5 | 6 | 7 | 8 | 9 | 10 | 11 | 12
SR-BI DiI inh | 44.5 | -16.9 | -30.7 | -44.4 | -2.4 | 4.8 | 23.5 | -30.7
AddAB inh | -1.8 | -2.5 | -0.5 | 4.9 | -0.3 | 0.2 | 0.4 | 3.8
phage Ecoli inh | 5.6 | · | 1.9 | 3.0 | -3.0 | 2.7 | 2.4 | 2.6
MITF act | 5.4 | 1.7 | 8.1 | -0.8 | -5.6 | 7.9 | -111.1 | -7.1
Wnt act | 10.0 | · | -0.2 | -0.2 | -1.4 | -0.9 | -0.6 | -1.0
CAL PDZ FP-2 | · | -3.9 | 8.5 | -6.9 | 85.3* | · | -6.8 | -0.9
E coli growth | -2.4 | -2.9 | 2.4 | 1.9 | 1.7 | -0.8 | -0.5 | 0.9
Tat transport | 1.5 | -4.2 | -9.0 | -1.5 | -4.4 | 5.4 | -13.5 | -6.0
CAL PDZ FP-1 | -0.5 | -0.1 | -0.7 | -0.4 | -1.0 | 0.1 | 11.3 | -2.0
SR-BI uptake up | -44.5 | 16.9 | 30.7 | 44.4 | 2.4 | -4.8 | -23.5 | 30.7

13	O=C(CCNS(=O)(=O)c1ccccc1C(F)(F)F)NCc1ccc2c(c1)OCO2
14	Cc1nnc(SCC(=O)NCc2ccccc2)s1
15	COc1ccc(N2C(=O)C3C(C2=O)C3(c2ccccc2)c2ccccc2)cc1 (centres undefined)
16	COc1ccc(C(=O)n2nc(C)cc2Nc2ccccc2)cc1
17	COc1cccc(C2CC(c3cccs3)=NN2C(=O)CSc2nc3ccccc3s2)c1OC (centres undefined)
18	CCOC(=O)N1CCN(C(=O)c2ccc(Cn3c(=S)[nH]c4cc(OCC)c(OCC)cc4c3=O)cc2)CC1
assay / compound | 13 | 14 | 15 | 16 | 17 | 18
SR-BI DiI inh | -13.5 | -23.3 | 22.4 | 76.6* | -4.1 | 54.6
AddAB inh | 2.8 | 3.7 | 3.5 | 2.0 | 1.8 | 4.0
phage Ecoli inh | 0.7 | 1.9 | 0.5 | 1.0 | -0.3 | 0.1
MITF act | · | 5.9 | -3.8 | 17.4 | -17.1 | -47.3
Wnt act | · | · | 4.4 | · | 0.3 | -3.4
CAL PDZ FP-2 | 0.3 | · | 16.6 | -0.2 | 0.0 | -10.2
E coli growth | 0.4 | 1.6 | 0.5 | 1.5 | -2.1 | -2.3
Tat transport | -4.8 | -4.3 | 7.9 | 9.6 | 3.2 | 1.6
CAL PDZ FP-1 | -1.4 | 0.0 | -0.4 | -1.0 | -1.4 | -0.2
SR-BI uptake up | 13.5 | 23.3 | -22.4 | -76.5 | 4.1 | -54.6

Arranged by length of the SMILES (descending): 11 of the compounds above
18	CCOC(=O)N1CCN(C(=O)c2ccc(Cn3c(=S)[nH]c4cc(OCC)c(OCC)cc4c3=O)cc2)CC1
8	CCOC(=O)N1CCC(NC(=O)C(NS(=O)(=O)c2cccc3nsnc23)c2ccccc2)CC1 (centres undefined)
10	CC(=O)NC(Cc1cccc(F)c1)C(=O)NC1CCN(C(=O)c2ccc(C)cc2)CC1 (centres undefined)
17	COc1cccc(C2CC(c3cccs3)=NN2C(=O)CSc2nc3ccccc3s2)c1OC (centres undefined)
13	O=C(CCNS(=O)(=O)c1ccccc1C(F)(F)F)NCc1ccc2c(c1)OCO2
15	COc1ccc(N2C(=O)C3C(C2=O)C3(c2ccccc2)c2ccccc2)cc1 (centres undefined)
6	Cc1cccc(N2CCN(C(=O)c3cc4cc(F)ccc4[nH]3)CC2)c1C
9	O=C(c1cccc(S(=O)(=O)NCc2ccccc2)c1)N1CCCC1
assay / compound | 18 | 8 | 10 | 17 | 13 | 15 | 6 | 9
SR-BI DiI inh | 54.6 | -44.4 | 4.8 | -4.1 | -13.5 | 22.4 | -16.9 | -2.4
AddAB inh | 4.0 | 4.9 | 0.2 | 1.8 | 2.8 | 3.5 | -2.5 | -0.3
phage Ecoli inh | 0.1 | 3.0 | 2.7 | -0.3 | 0.7 | 0.5 | · | -3.0
MITF act | -47.3 | -0.8 | 7.9 | -17.1 | · | -3.8 | 1.7 | -5.6
Wnt act | -3.4 | -0.2 | -0.9 | 0.3 | · | 4.4 | · | -1.4
CAL PDZ FP-2 | -10.2 | -6.9 | · | 0.0 | 0.3 | 16.6 | -3.9 | 85.3*
E coli growth | -2.3 | 1.9 | -0.8 | -2.1 | 0.4 | 0.5 | -2.9 | 1.7
Tat transport | 1.6 | -1.5 | 5.4 | 3.2 | -4.8 | 7.9 | -4.2 | -4.4
CAL PDZ FP-1 | -0.2 | -0.4 | 0.1 | -1.4 | -1.4 | -0.4 | -0.1 | -1.0
SR-BI uptake up | -54.6 | 44.4 | -4.8 | 4.1 | 13.5 | -22.4 | 16.9 | 2.4

5	COc1cc(CNc2ccc(O)cc2)cc(Br)c1OCc1ccccc1
16	COc1ccc(C(=O)n2nc(C)cc2Nc2ccccc2)cc1
11	O=C1C(SCCO)=C(SCCO)C(=O)c2ccccc21
assay / compound | 5 | 16 | 11
SR-BI DiI inh | 44.5 | 76.6* | 23.5
AddAB inh | -1.8 | 2.0 | 0.4
phage Ecoli inh | 5.6 | 1.0 | 2.4
MITF act | 5.4 | 17.4 | -111.1
Wnt act | 10.0 | · | -0.6
CAL PDZ FP-2 | · | -0.2 | -6.8
E coli growth | -2.4 | 1.5 | -0.5
Tat transport | 1.5 | 9.6 | -13.5
CAL PDZ FP-1 | -0.5 | -1.0 | 11.3
SR-BI uptake up | -44.5 | -76.5 | -23.5

The listing continues.
19	CCCC1O[C@@H]2C[C@H]3[C@@H]4CCC5=CC(=O)C=C[C@]5(C)[C@H]4[C@@H](O)C[C@]3(C)[C@]2(C(=O)CO)O1 (some centres undefined)
20	COc1ccccc1NC(=O)C1=C(C)Nc2nnnn2C1c1ccncc1 (centres undefined)
21	COc1ccc(-n2cccc2/C=C2\C(=N)N3N=C(C(C)C)SC3=NC2=O)cc1
22	COc1ccc(NC(=O)c2ccc(CNc3c(NC4CCCCC4)c(=O)c3=O)cc2)c(OC)c1
23	COc1ccc(Oc2cnc3ccccc3n2)cc1
24	COc1ccc(C(=O)NC2CCc3ccccc32)cc1OC1CCN(C(C)=O)CC1 (centres undefined)
assay / compound | 19 | 20 | 21 | 22 | 23 | 24
SR-BI DiI inh | -9.3 | 19.1 | 19.6 | 28.4&40.0 | -6.9 | 52.4
AddAB inh | 1.1 | 0.8 | -0.8 | 0.1 | -3.6 | 1.6
phage Ecoli inh | 2.7 | 2.8 | 3.5 | -0.6&3.6 | 2.6 | 1.9
MITF act | 17.7 | · | 3.2 | -0.7 | 52.0 | 8.1
Wnt act | -4.6 | 1.8 | -3.2 | -26.0&-5.1 | 14.0 | 1.4
CAL PDZ FP-2 | -5.4 | 1.9 | 1.9 | -5.3&6.2 | -3.9 | 13.8
E coli growth | 1.2 | -0.3 | -0.9 | 0.3 | -0.9 | -0.1
Tat transport | -1.8 | 5.1 | 5.8 | -11.5&13.1 | -2.2 | -6.1
CAL PDZ FP-1 | -0.8 | -0.6 | -2.2 | 1.5&0.5 | -1.6 | -1.4
SR-BI uptake up | 13.5 | -19.1 | -19.6 | -28.4&-40.0 | 6.9 | -52.4

Assay outcomes deposited in PubChem BioAssay by several laboratories.
